From PubChem
HTR2A ag: mouse HTR2A agonism via beta-arrestin recruitment | P35363 | CHO-K1 mHTR2A beta-arrestin complementation, luminescence; percent of 30 µM serotonin response | activation, % at 7.6 µM | 360,000 tested, 0.66% active | AID 624169;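 active = activation above a run cutoff, the mean activation of all tested compounds plus 3 SD, cut at about 14% in these data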;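 note: 0% = plate median of compound wells and 100% = 30 µM serotonin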
aDG glyco up: alpha-DG glycosylation activation; Pro5-aDG cells, alpha-DG glycosylation AlphaScreen (IIH6); 0% Pro5, 100% B10-LARGE cell signal; activation, % at 10 µM; 360,000 tested, 0.22% active;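 active = activation of at least 8% versus controls, or a plate z-score of at least 8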;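 note: Pro5 are CHO cells carrying HIG-tagged alpha-DG that lacks glycosylation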
Vif imaging: HIV Vif inhibition; 340,000 tested, 0.35% active; HEK293T cells, Vif self-association by quenched fluorescence, imaging, 24 h; AID 602346; inhibition, % at 7.49 µM; in the data active = inhibition above about 50%, passing the limit was not always enough; inconclusive = no clear call, values can overlap the other calls; inactive = below about 31%; note: some results filed as inactive read as strong as hits
CaV13 ICDI inh: Disruptors of the CACNA1D IQ motif to Ca2+-dependent inactivation inhibitor domain association, primary screening, Förster resonance energy transfer in intact living …; inhibition, % at 12.3 µM; 340,000 tested, 0.098% active; AID 743397; HEK cells, CFP/YFP FRET ICDI-IQ, plate reader, 10 min; percent FRET-ratio fall versus neutral wells;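 active = mean replicate inhibition of at least 30% and at least 1% of replicates passing that level; inconclusive = only one of the two criteria is met; inactive = neither criterion is met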;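 note: 0% = median of the neutral control wells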
N-glyco inh: blocks N-linked glycosylation in D54 reporter cells. D54 ERlucT glycosylation luciferase reporter, 24 h; percent of 100 nM tunicamycin response. reporter increase, % at 12.5 µM. 360,000 tested, 0.23% active. AID 588692;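 active = mean luciferase reporter signal, scaled so untreated is 0 and the glycosylation-blocking control 100, at or above a set limit in every replicate; inconclusive = mean reaches the limit but not every replicate does; inactive = mean below the limit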;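 note: luciferase carries N-glycosylation sites so blocking glycosylation raises the light; 0% = median of neutral control wells and 100% = median of 100 nM tunicamycin wells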
hiPSC survival: enhancers of human iPSC single-cell survival. hiPSC single-cell survival, ATPlite luminescence; 100% = ROCK inhibitor wells, 0% = DMSO. survival enhancement, % at 20 µM. 360,000 tested, 0.044% active; in the data active = survival enhancement above about 18%;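 note: cells exposed to compounds for 16 hours before the ATP read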
ABCB6 inh MLPCN: inhibitors of human ABC transporter ABCB6; Q9NP58; K562-ABCB6 porphyrin accumulation, flow cytometry, 1 h; active compounds read low; fluorescence ratio to DMSO, % at 10 µM; 360,000 tested, 0.19% active;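 active = fluorescence ratio to DMSO below 75%, the collection mean minus 3 SD; inconclusive = too few cells collected in the well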;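 note: signal is porphyrin accumulated inside mitochondria; 100% equals median channel fluorescence of DMSO control wells; lower ratio means ABCB6 inhibition with less porphyrin fluorescence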
Target sequence (Q9NP58 whole entry, looked up): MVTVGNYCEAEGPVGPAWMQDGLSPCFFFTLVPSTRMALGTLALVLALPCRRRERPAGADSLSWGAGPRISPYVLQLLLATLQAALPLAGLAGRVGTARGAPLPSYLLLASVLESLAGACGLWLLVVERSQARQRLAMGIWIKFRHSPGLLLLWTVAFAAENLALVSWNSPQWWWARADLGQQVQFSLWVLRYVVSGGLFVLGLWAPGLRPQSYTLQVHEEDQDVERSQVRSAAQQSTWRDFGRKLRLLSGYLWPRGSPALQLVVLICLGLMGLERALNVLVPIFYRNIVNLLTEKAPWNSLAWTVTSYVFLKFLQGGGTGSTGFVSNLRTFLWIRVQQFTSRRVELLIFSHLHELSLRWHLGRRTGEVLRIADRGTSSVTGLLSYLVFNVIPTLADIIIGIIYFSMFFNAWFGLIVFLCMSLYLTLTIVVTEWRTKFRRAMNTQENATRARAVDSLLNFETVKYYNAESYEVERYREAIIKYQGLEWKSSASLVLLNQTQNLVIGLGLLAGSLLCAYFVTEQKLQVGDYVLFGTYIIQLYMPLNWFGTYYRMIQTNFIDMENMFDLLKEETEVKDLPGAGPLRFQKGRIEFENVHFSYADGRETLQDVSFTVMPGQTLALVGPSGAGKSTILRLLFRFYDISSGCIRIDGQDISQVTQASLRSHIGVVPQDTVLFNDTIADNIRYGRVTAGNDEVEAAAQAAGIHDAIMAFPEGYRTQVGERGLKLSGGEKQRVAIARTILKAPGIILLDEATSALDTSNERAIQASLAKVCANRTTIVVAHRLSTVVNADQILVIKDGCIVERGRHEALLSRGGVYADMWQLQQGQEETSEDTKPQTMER
H9c2 protect: myocardial damage modulation in H9c2 cells. H9c2 cardiomyocytes, H2O2 injury protection, ATPLite, 2 h. protection from H2O2 cell death, % at 20 µM. 360,000 tested, 0.63% active;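 active = compounds giving at least 50% protection of heart cells from peroxide-induced death in the single-dose screen, raw or plate-pattern-corrected value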;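 note: 0% = DMSO wells with peroxide and 100% = DMSO wells without peroxide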
Exocytosis inh: blocks lytic granule exocytosis. inhibition, % at 10 µM. AID 651702. 360,000 tested, 0.66% active. TALL-104 LAMP-1 surface exposure, flow cytometry; cells stimulated with thapsigargin and PMA;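 active = inhibition above about 55%, limit read from the data; inconclusive = no clear call, values can overlap the other calls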
PDI turbidity: inhibitors of human protein disulfide isomerase. P07237. PDI insulin aggregation turbidity, A650, 90 min. inhibition, % at 10 µM. 350,000 tested, 0.052% active. AID 588391;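 active = mean inhibition across replicates of 30% or more, whatever share of single replicates reach that level; inconclusive = mean inhibition below 30% while every single replicate reaches 30%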;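 note: absorbance from insulin aggregation driven by PDI reduction with DTT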
Active calls of the source: *; ? = inconclusive; . = not tested or not shown; & = joins results of further samples.

Every second line gives: HTR2A ag	aDG glyco up	Vif imaging	CaV13 ICDI inh	N-glyco inh	hiPSC survival	ABCB6 inh MLPCN	H9c2 protect	Exocytosis inh	PDI turbidity
CCOc1ccc(-n2c(SCC(=O)NC3CCS(=O)(=O)C3)nnc2-c2cccnc2)cc1 (stereo unspecified)
→ 2.6	0.0	-4.9	6.2	1.3	-0.3	97.0	-11.2	-1.6	-5.8
O=C(OCC(=O)N1CCc2ccccc21)c1ccc([N+](=O)[O-])o1
→ 7.4	0.3	3.9	-5.5	-0.2	0.1	97.0	21.5	1.5	-10.9
CCOC(=O)Cc1nnc(NC(=O)CSc2ccccc2)s1
→ -2.4	0.1	-8.7	-2.1	-0.2	-0.4	95.0	-1.3	?	7.2
N/C(=N\OS(=O)(=O)c1cc(Cl)ccc1Cl)c1ccncc1
→ 4.3	-0.4	0.5	-4.2	1.2	-1.2	96.0	6.1	-0.2	-4.2
Brc1ccc(CNCc2cccs2)cc1
→ 6.0	0.0	8.0	-5.0	0.8	-1.3	98.0	-5.9	-0.1	5.7
COc1cccc(NC(=O)Cc2cn(C)c3ccccc23)c1
→ 7.3	0.3	-8.1	.	-0.4	0.8	94.0	16.6	-1.3	7.9
C=CCOc1cccc(C2C(C(=O)c3ccc(C)o3)=C(O)C(=O)N2CCN2CCOCC2)c1 (stereo unspecified)
→ 4.7	-0.1	-0.2	-5.9	-0.2	0.4	98.0	14.3	-6.2	9.9
COc1ccc(NC(=O)C2CC(=O)N/C(=N/N=C/c3ccco3)S2)cc1 (stereo unspecified)
→ 0.7	-0.2	-7.1	-4.9	-1.1	-0.6	102.0	-0.5	-3.2	4.6
Cc1cccc(C)c1NC(=O)CNC(=O)c1c(-c2ccccc2)noc1C
→ 3.5	0.2	1.9	-2.4	1.4	-0.5	97.0	1.1	-13.0	0.0
CC(C)N1CCN(Cc2cccs2)CC1CCO (stereo unspecified)
→ 0.9	-0.2	-1.4	7.5	-0.3	3.3	107.0	2.1	-2.0	13.4
Nc1cc(Cl)cc2c1-c1ccc(Cl)cc1C2
→ 4.1	-0.1	-4.2	-2.3	-4.6	-1.8	101.0	-12.9	1.6	0.2
CC1C(=O)N2CCCc3cc(S(=O)(=O)NCc4ccccc4Cl)cc1c32 (stereo unspecified)
→ 2.0	-0.1	4.2	-15.2	0.3	-0.3	95.0	-3.6	3.1	3.9
CC(C)Sc1ncnc2c1oc1ccccc12
→ 0.3	0.0	-1.2	-4.8	-0.8	2.1	96.0	-2.5	-2.4	-1.1
COc1ccc(C2CC(=O)c3cnn(-c4nc(C)cc(C)n4)c3C2)cc1 (stereo unspecified)
→ -5.8	-0.2	6.6	-1.6	16.5	2.1	98.0	-7.3	4.5	-2.5
CCOC(=O)c1cc(S(=O)(=O)NCC2CCN(Cc3cccc(C)c3)CC2)cn1C
→ -1.9	-0.1	-9.4	-13.3	-0.3	-0.2	106.0	-0.3	-0.2	-5.9
CCCS(=O)(=O)NC(=O)C1(C)CCN(C(=O)/C=C/c2ccccc2)C1 (stereo unspecified)
→ -0.6	0.1	.	.	-0.6	0.1	97.0	3.8	-2.9	2.4
O=c1nc(Oc2ccccc2)nc2ncccn12
→ -2.0	-0.3	4.8	-5.2	-0.2	2.3	102.0	1.8	3.9	-8.0
O=C1C=C(c2ccc(OC(F)(F)F)cc2)C[C@@H](c2ccc(Cl)cc2)C1
→ 0.2	-0.1	-3.7	-6.9	0.4	-1.4	74.0*	-10.3	0.6	3.6
CC(=O)c1cccc(NC(=O)N2CCC(c3nnc(SCC(N)=O)n3C)CC2)c1
→ 3.9	-0.1	4.2	-4.4	1.0	-0.5	89.0	-8.6	1.4	3.7
O=C(COC(=O)Cc1cccs1)NCc1ccc(F)cc1
→ 0.3	0.0	.	-3.0	1.1	0.4	99.0	1.1	-4.6	-2.3
CN(C)CCCN1C(=O)C(=O)/C(=C(/O)c2ccncc2)C1c1cccc(Br)c1 (stereo unspecified)
→ 3.1	-0.1	34.7	.	1.8	7.9	100.0	14.6	0.5	-18.7
CNCC(O)Cn1c(C(F)(F)F)nc2ccccc21 (stereo unspecified)
→ 6.7	-0.3	-9.5	.	-0.4	-0.6	90.0	-5.0	-0.7	-7.0
COCC(C)NC(=S)N1CCN(c2ccccc2Cl)CC1 (stereo unspecified)
→ -3.9	0.0	0.0	-5.8	0.7	-1.6	88.0	-3.3	0.0	-8.7
O=C1/C(=C/c2cccc3ccccc23)CCCc2ccccc21
→ 1.4	-0.2	-2.0	.	-0.9	-4.8	96.0	-23.9	-3.9	-4.0
CC(C)(C)C(=O)NCCc1nc(-c2ccccc2)no1
→ 2.0	0.2	5.4	-5.0	0.8	2.3	98.0	-2.9	1.8	-0.8
S=C(NNC(=S)NC1CC2C=CC1C2)NC1CC2C=CC1C2 (stereo unspecified)
→ 5.5	3.3	0.6	-3.9	1.5	3.4	96.0	-3.4	9.5	0.9
O=C(Nc1ccccc1)C1=C[C@@H](c2coc3ccccc3c2=O)C[C@@H](OCCCCO)O1
→ 6.2	0.2	-7.4	-6.6	2.3	1.2	101.0	17.1	0.4	-0.8
OCCCn1c(CCCNc2nc(-c3cccc(Br)c3)cs2)nc2cc(Cl)c(N3CCCCC3)cc21
→ -0.5	1.2	3.1	-4.5	-0.7	-1.0	100.0	-5.0	-3.4	5.9
C=CCc1ccccc1OCC(O)CNC1CCCC1 (stereo unspecified)
→ -9.1	-0.1	-4.7	-1.6	-3.6	-0.4	97.0	-0.1	-0.8	4.3
Fc1ccccc1CSc1nnc(-c2cnccn2)n1Cc1ccco1
→ -0.2	-0.2	4.8	-4.9	-2.9	-1.4	98.0	7.7	-10.7	7.4
COc1cccc(NC(=O)N[C@@H](Cc2ccccc2)C(=O)O)c1
→ 1.9	-0.3	1.9	.	1.3	-2.1	103.0	-1.0	0.7	1.8
Cc1ccc(F)cc1NC(=O)/C=C/c1ccc(S(=O)(=O)N2CCOCC2)cc1
→ 0.2	0.3	-5.4	-4.4	-2.2	1.2	101.0	-1.4	-0.3	-15.2
CCn1cc(C(=O)NCC2CCCO2)c(=O)c2cc(S(=O)(=O)N(C)C3CCCCC3)ccc21 (stereo unspecified)
→ -1.9	1.4	1.5	-2.3	0.8	5.0	99.0	39.1	10.6	.
Cc1cccc2cc(COC(=O)C3CCCCC3)c(=O)[nH]c12
→ -1.2	-0.3	-5.5	-4.9	-0.1	-1.0	.	-16.4	2.8	-12.3
Clc1ccc(-c2cc(COc3ccccc3)on2)cc1
→ 7.7	0.7	-1.3	-6.5	3.7	-0.7	96.0	2.8	-0.3	-7.8
Cc1csc(NC(=O)c2nc3nc(C)cc(C)n3n2)n1
→ 3.7	-0.2	1.0	1.0	-10.2	-2.9	85.0	-7.8	-1.7	10.4
COc1ccc(Cl)cc1C(=O)NNC(=S)NC(=O)c1cc(-c2ccccc2)nc2ccccc12
→ 10.5	0.2	.	-4.0	3.4	4.0	86.0	6.0	1.8	-23.6
CCc1nn(CC(=O)NCCc2ccc(Cl)cc2)c(=O)c2cccn12
→ -8.7	0.3	-1.4	-14.5	-0.6	-0.2	98.0	0.7	13.5	-5.6
CCOC(=O)CSC1=Nc2ccccc2C2=NC(CC(=O)NCc3ccc(OC)cc3)C(=O)N12 (stereo unspecified)
→ 4.6	0.0	-3.2	.	0.7	-1.0	99.0	4.7	-0.7	0.6
C=CCn1c(COc2cc(C)ccc2C(C)C)nnc1SCC(=O)c1c(N)n(C)c(=O)n(C)c1=O
→ 2.9	1.2	1.6	7.9	-1.1	2.3	93.0	-25.1	3.0	-7.2
Cc1ccccc1C(=O)c1cccn1CC(=O)NCc1ccc(F)cc1
→ 3.8	1.6	0.3	-14.2	-0.7	0.9	96.0	-2.8	-0.1	0.1
CCOC(=O)c1nn(-c2cccc(Cl)c2)c2nc(CC(C)C)c(C#N)c(=O)n12
→ 0.5	0.5	-4.3	-5.8	-5.3	0.5	105.0	-14.0	0.8	-19.5
Cn1nc(-c2ccc(C(=O)Nc3cccc(Cl)c3)cc2)c2ccccc2c1=O
→ -3.1	-0.2	-13.0	-3.3	-1.9	0.1	96.0	-13.4	18.8	1.2
N#C/C(=C\c1cccc([N+](=O)[O-])c1)C(=O)Nc1cccnc1
→ 5.0	0.2	-3.1	2.3	2.4	0.5	102.0	5.7	-2.1	-0.6
CNC(=S)N/N=C(\C)c1cccc(C(F)(F)F)c1
→ -1.3	1.0	-0.9	-19.6	2.9	-1.3	93.0	-1.6	7.1	7.6
O=C(O)c1ccccc1C(=O)NCCc1ccc(Cl)cc1
→ 2.5	0.2	10.9	-20.9	1.8	3.5	99.0	0.4	-1.0	0.1
O=C(N/N=C/c1c(Cl)[nH]c2ccccc12)c1ccc2c(c1)OCCO2
→ -4.8	0.0	-5.4	-19.7	-7.3	-0.8	95.0	-12.1	1.8	-4.6
OCCN1CCN(CCCN2c3ccccc3CCc3ccccc32)CC1
→ -14.2	0.5	-4.5	-5.7	-2.8	0.8	96.0	8.2	3.8	5.1
Cc1ccc2c(c1)CCCN2C(=O)c1ccco1
→ 1.5	0.0	-3.6	-5.3	0.0	0.3	89.0	-4.1	-0.6	2.6
Cc1nc2c(oc3ccc(Cl)cc32)c(=O)[nH]1
→ -0.3	-0.1	-10.5	-6.6	0.6	-0.2	94.0	2.4	-2.0	-3.3
O=C(CN1CCOCC1)Nc1cccc([N+](=O)[O-])c1
→ 7.5	0.2	15.9	-2.0	2.2	-0.5	86.0	1.3	-5.6	-8.3
Cc1csc2c(N3CCN(C(=O)c4ccc(C(C)(C)C)cc4)CC3)ncnc12
→ 1.6	0.8	-8.8	-3.0	-2.4	-0.2	98.0	-12.2	1.9	13.6
CCc1cccc(CC)c1NC(=S)NCCc1c(C)[nH]c2ccccc12
→ 1.2	-0.1	-8.9	-5.5	-5.6	-0.9	100.0	-17.2	4.2	-4.8
CC(NC(=O)Nc1ccc(F)cc1F)c1ccc2c(c1)OCO2 (stereo unspecified)
→ -0.6	-0.2	2.8	-2.5	1.5	-0.4	98.0	-3.3	-4.6	-3.1
COc1ccccc1NC(=O)CSc1nccn1Cc1ccccc1
→ 2.7	1.6	-6.5	.	-1.3	-0.6	102.0	-6.2	-7.0	-0.3
Cc1cccc(NC(=O)CNCC(=O)Nc2cccc(C)c2C)c1C
→ -0.3	0.0	4.6	-3.9	2.3	0.0	99.0	3.7	-0.2	-0.7
COc1ccc2c(c1OC)C(=O)N1C2SC[C@H]1C(=O)NC1CC(C)(C)NC(C)(C)C1 (stereo partly specified)
→ -0.3	-0.3	0.4&11.5	.	1.3	-2.0	97.0	4.8	-0.1	0.1
O=C(COc1coc(CN2CCCc3ccccc32)cc1=O)Nc1cccc([N+](=O)[O-])c1
→ 3.1	-0.1	-5.2	-2.8	1.5	0.7	102.0	-11.5	1.7	-3.7

Compounds were not picked by outcome; overall some 3.1% were active at least once.
